Compound activity as filed in PubChem.
sPLA2-III inh: Blocks human group III sPLA2 activity. AID 743126. inhibition, % at 12.2 µM. Q9NZ20. 0.56% of 370,000 active. QFRET BODIPY PC-A2 liposome hydrolysis, fluorescence;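 active means inhibition above mean plus 3 SD of compounds lying within the high and low control bounds, cut at about 19% in these data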;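 further: 0% = median of test compound wells and 100% = no enzyme DMSO wells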
Target sequence (Q9NZ20 whole entry, looked up): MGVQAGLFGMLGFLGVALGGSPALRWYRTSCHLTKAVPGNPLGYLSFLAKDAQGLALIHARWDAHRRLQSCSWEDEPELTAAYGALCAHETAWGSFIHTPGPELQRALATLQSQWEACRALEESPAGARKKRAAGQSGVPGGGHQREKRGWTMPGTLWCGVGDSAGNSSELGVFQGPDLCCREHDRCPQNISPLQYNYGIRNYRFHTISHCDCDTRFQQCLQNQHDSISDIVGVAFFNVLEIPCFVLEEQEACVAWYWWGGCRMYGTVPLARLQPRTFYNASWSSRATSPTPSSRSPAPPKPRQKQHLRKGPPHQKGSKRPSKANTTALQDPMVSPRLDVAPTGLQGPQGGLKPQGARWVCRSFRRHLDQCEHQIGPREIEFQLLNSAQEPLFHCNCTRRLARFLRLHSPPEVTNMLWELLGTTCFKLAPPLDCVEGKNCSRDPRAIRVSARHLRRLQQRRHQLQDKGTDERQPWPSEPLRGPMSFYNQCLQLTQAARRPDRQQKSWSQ
hgDAF-12 ag: activates the H. glycines DAF-12 receptor ligand-binding domain. HEK293 GAL4-hgDAF12 UAS-luciferase reporter, agonist luminescence; normalized to butyrate control. activation, % at 6.8 µM. 1.8% of 370,000 active;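 active means activation above a cutoff set at the mean of all screened compounds plus 3 SD, cut at about 10% in these data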;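 further: 0% = DMSO wells and 100% = sodium butyrate wells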
PLC-beta3 inh: inhibitors of human phospholipase C beta3. Q01970. Purified PLC-beta3, fluorogenic substrate, fluorescence. inhibition, % at 12.2 µM. 0.18% of 370,000 active. AID 720704; in the data active means inhibition above about 11%;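 further: 0% = median of compound wells on plate and 100% = full blocker control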
hcDAF-12 act: activators of H. contortus DAF-12 nuclear receptor; HEK293 hcDAF-12 lit1-tk-luc reporter, luminescence; 0% DMSO, 100% Δ7-dafachronic acid; 1.4% of 370,000 active; AID 652067; activation, % at 6.8 µM;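 active means activation above the mean of all tested compounds plus 3 SD, cut at about 5.5% in these data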;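 further: 100% = response to 3 µM Δ7-dafachronic acid high control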
FXN GAA850 act: increases GAA850 frataxin promoter reporter activity; HEK293 lucGAA850 FXN promoter luciferase reporter, 24 h; percent of 10 µM SAHA response; activation, % at 6 µM; 0.56% of 360,000 active; AID 540364;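 active means activation above the average of all compounds screened plus 3 SD, cutoff fixed separately per campaign, cut at about 7.5% in these data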;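 further: 0% = DMSO wells and 100% = 10 µM SAHA wells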
SMARCA2 act: activators of SMARCA2 function. AID 652017. 1% of 370,000 active. activation, % at 9.1 µM. MG213 cells, MMTV-luciferase reporter, dexamethasone, overnight; in the data active means activation above about 7.8%;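 further: 0% = vehicle wells and 100% = reference activator wells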
DAX1 inh-1: blocks DAX1 repression of SF-1 activated StAR promoter; inhibition, % at 6.8 µM; AID 652010; HEK293T StAR-luciferase reporter, SF-1/DAX-1 repression relief; 1.1% of 370,000 active;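 active means inhibition above the mean over all tested compounds plus 3 SD, cut at about 3.6% in these data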;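 further: 0% = DAX-1 cells with DMSO and 100% = cells lacking DAX-1 with DMSO; higher inhibition means more luminescence from relief of DAX-1 repression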
ssDAF12 agonist: activators of S. stercoralis DAF-12 nuclear receptor. HEK293 ssDAF-12/GRIP1 lit1-tk-luc reporter, luminescence; % of 3 µM dafachronic acid response. activation, % at 6.8 µM. 1% of 370,000 active. AID 652126;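 active means activation above the mean over all tested compounds plus 3 SD, cut at about 0.9% in these data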;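 further: 0% = DMSO-only wells and 100% = 3 µM delta7-dafachronic acid wells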
NR1D1 modulator: modulates human Rev-erb alpha binding to DNA; P20393; Rev-erbα–FITC-DNA binding, fluorescence polarization, 90 min; activity, % at 10 µM; 0.79% of 370,000 active;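 active means activity above about 14%, limit read from the data; passing the limit was not always enough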;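 further: 0% = DMSO wells with 35 nM protein and 100% = DMSO wells with 750 nM protein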
PG9 Ab binder: small molecules binding HIV-1 gp120 antibody PG9; inhibition, % at 6.7 µM; AID 624416; TR-FRET gp120-PG9 antibody binding; 0.43% of 360,000 active; in the data active means inhibition above about 8.5%
DAX1 inh-2: inhibits human nuclear receptor DAX1; P51843; HEK293 Gal4-DAX1 luciferase reporter, luminescence; inhibition, % at 6.75 µM; 0.99% of 340,000 active; AID 504766;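 active means inhibition above the mean over all tested compounds plus 3 SD, cut at about 4.2% in these data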;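 further: 0% = DAX1-transfected cells with DMSO and 100% = empty-vector control cells with DMSO; inhibition shows as a rise in luminescence from relieved DAX1 repression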
Target sequence (P51843 207-470 limits assumed): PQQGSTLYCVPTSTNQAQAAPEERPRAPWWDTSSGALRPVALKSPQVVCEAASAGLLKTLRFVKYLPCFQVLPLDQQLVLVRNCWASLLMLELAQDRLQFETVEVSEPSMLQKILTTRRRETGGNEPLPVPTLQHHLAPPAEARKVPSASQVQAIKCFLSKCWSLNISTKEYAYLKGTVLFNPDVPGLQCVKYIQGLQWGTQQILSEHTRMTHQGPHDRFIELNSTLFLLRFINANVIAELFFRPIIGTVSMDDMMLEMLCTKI
* = called active by the depositor; x = no result given. Compounds were not picked by outcome, and some 7% of all compounds hit somewhere here.

SMILES	sPLA2-III inh	hgDAF-12 ag	PLC-beta3 inh	hcDAF-12 act	FXN GAA850 act	SMARCA2 act	DAX1 inh-1	ssDAF12 agonist	NR1D1 modulator	PG9 Ab binder	DAX1 inh-2
NNC(=O)c1nnn(-c2nonc2N)c1CN1CCc2ccccc2C1	5	-1.5	5	0.7	4.2	0	0.2	-0.4	2	-4.1	0.3
CCOc1ccc(-c2cc(C(C)=O)c3n(c2=O)CCC3)cc1	4	-4.0	-32	-1.0	x	-1	-0.6	-1.0	2	x	x
Fc1ccc(-c2nnc3ccc(N4CCc5ccccc5C4)nn23)cc1	-11	-2.0	-113	-3.7	-1.3	-3	-3.0	-2.1	0	0.6	-2.0
COc1ccccc1CNC(=O)c1cc2ccccc2oc1=O	7	-1.9	-7	3.6	0.2	-3	0.1	0.1	-5	-1.7	1.2
Cc1ccc(OCC(=O)Nc2ccc(-c3nnc(-c4ccco4)o3)cc2)cc1	-3	5.2	-3	1.4	9.8*	2	1.6	-0.3	-25	2.9	3.5
COc1ccc(/C=N/NC(=O)c2ccc(Cl)c(S(N)(=O)=O)c2)cc1OCC(N)=O	6	2.3	-108	0.5	-0.8	-3	-0.4	-0.7	5	-0.5	0.5
CNC(=O)NC(=O)COc1ccc2oc3c(c2c1)CCCC3	-3	1.9	-10	2.0	2.5	3	0.3	-0.4	-1	0.1	0.8
O=C(c1ccco1)N1CCN(S(=O)(=O)c2cccs2)CC1	6	0.7	2	-1.9	0.3	4	-0.2	-1.4	2	-0.3	-0.4
CCOc1ccc(CCNC(=O)COC(=O)c2cccc(S(=O)(=O)N3CCCCC3)c2)cc1OCC	1	-0.1	1	-0.2	0.9	2	-0.2	-0.2	2	-0.2	1.2
O=C(Nc1ccccc1N1CCOCC1)c1ccc2ccccc2n1	5	3.8	-6	3.8	3.5	6	0.0	0.6	4	-1.8	0.1
CCOCCc1nnc(NC(=O)Cc2ccccc2)s1	2	0.3	1	-0.5	3.4	-3	0.2	-0.8	1	0.1	0.2
CC(C)NS(=O)(=O)c1ccc(NC(=O)CCc2ccccc2)cc1	-12	2.0	-4	-2.0	-1.7	-5	0.3	-0.8	1	2.4	0.8
Cc1cccc(NC(=S)N2CCCN(c3ncccc3[N+](=O)[O-])CC2)c1	3	-3.0	-4	0.6	1.4	-2	0.2	-1.8	6	-0.6	-1.6
COc1ccc(C(=O)NN2C(=O)C3CCC(C)(C2=O)C3(C)C)cc1 (configuration not stated)	4	0.4	3	-0.2	-0.6	4	-0.8	-1.9	-5	-4.2	-0.4
CCOC(=O)c1cnn(-c2ccccc2)c1-n1cccc1C(=O)C(=O)Nc1ccc(F)cc1	-13	-0.9	4	0.9	0.0	-2	-0.3	-1.6	-5	-0.3	1.4
CC(=O)Nc1ccc(NC2=C(Cl)C(=O)c3ccccc3C2=O)cc1	5	6.7	-1	0.2	x	-7	1.2	-0.4	-1	-6.8	x
COc1ccc(S(=O)(=O)N2CCc3ccccc32)cc1C(=O)NCCc1ccccn1	-4	-1.9	-7	-1.1	1.7	0	1.0	-1.8	-3	-0.7	-1.1
Cc1cccc(-c2nnc3n2N=C(c2ccccc2)CS3)c1	-21	-2.9	1	-3.3	1.0	-3	-2.3	-2.3	0	1.0	-0.7
Cc1cc2c(c(=O)n1CCc1ccccc1)C(C(C)C)C(C#N)=C(N)O2 (configuration not stated)	7	2.6	2	-1.1	-0.5	-2	0.8	-0.8	-8	1.2	-0.9
COCCSc1ccccc1C(=O)Nc1ccncc1	5	-1.0	1	-0.2	2.9	-1	0.2	-1.8	2	0.2	0.5
Cc1cc(C(=O)CSc2n[nH]c(N)n2)c(C)n1-c1ccc(F)cc1	-3	2.8	0	0.6	2.5	3	0.3	-1.1	-1	-0.6	-0.1
O=C(O)Cc1csc(NC(=O)CSc2cccc(C(=O)O)n2)n1	-3	-1.2	-8	0.2	0.4	-3	0.8	-1.6	-2	-1.1	x
CCn1c(CCc2nc3ccccc3[nH]2)n[nH]c1=S	6	2.9	-1	1.7	2.3	-1	-0.2	-1.6	-2	0.8	0.2
C[C@@H]1CN([C@@H](C)CO)S(=O)(=O)c2ccc(Br)cc2O[C@@H]1CN(C)Cc1cccnc1	-1	1.1	0	-0.4	0.5	1	0.8	-0.8	0	0.1	0.3
O=C(Cn1cc(S(=O)(=O)Cc2ccccc2)c2ccccc21)N1CCOCC1	-4	0.5	-7	-0.1	3.4	-2	1.1	-0.7	-5	-2.0	0.1
(next part)
SMILES	sPLA2-III inh	hgDAF-12 ag	PLC-beta3 inh	hcDAF-12 act	FXN GAA850 act	SMARCA2 act	DAX1 inh-1	ssDAF12 agonist	NR1D1 modulator	PG9 Ab binder	DAX1 inh-2
Cc1cc(C(=O)CSc2nnc(-c3cccnc3)n2-c2ccccc2F)c(C)n1CC1CCCO1 (configuration not stated)	-6	-0.2	-4	-2.1	-0.9	0	-0.5	-1.1	-1	-1.4	-1.0
COc1cc2c(cc1NS(=O)(=O)N1CCCCC1)oc1ccccc12	-26	0.4	-2	-2.2	-1.7	-3	-1.0	-2.1	4	5.6	-0.6
Cc1oc2cc3oc(=O)c(CCC(=O)N[C@H](C(=O)O)C(C)C)c(C)c3cc2c1C	13	1.4	-434	2.2	1.0	1	0.4	-0.8	1	-1.0	2.5
O=C1NC2(CCCCC2)C(=O)N1CCN1C(=O)c2ccccc2C1=O	-6	0.8	-5	0.1	-0.4	-1	0.8	-2.0	3	-1.8	1.6
CC(=O)n1ccnc1	1	1.6	0	-0.2	0.4	-2	-0.8	-1.1	0	-1.5	1.6
O=C(NCC1CCN(Cc2ccccc2F)CC1)C1CCCN(c2ncnc3c2nc2n3CCCCC2)C1 (configuration not stated)	-4	-4.4	-3	-4.3	-0.8	-3	-0.5	-2.0	0	-1.6	-1.2
O=C(CN1C(=O)NC2(CCCCCCC2)C1=O)Nc1ccc(Br)cc1Br	5	-0.1	-1	-0.3	1.2	-1	-1.3	-1.4	-4	-0.1	-0.2
CCN1C(=O)[C@H]2[C@H]3CN=C(SCc4ccccc4)N3[C@@](C)(C(=O)OC)[C@H]2C1=O	6	-0.5	-1	-2.0	-0.2	-1	0.7	-0.3	1	1.3	-0.6
COC(=O)C1=C(C(=O)OC)C(c2ccc(OC)c(OC)c2)c2sc(=O)[nH]c2S1 (configuration not stated)	1	-3.4	-10	-0.6	2.9	-4	0.5	-0.8	2	-1.8	-1.6
C[C@@H](OC(=O)c1[nH]cnc1C(=O)N1CCN(C(=O)OC(C)(C)C)CC1)c1ccccc1	-8	2.0	2	0.7	-2.7	-1	0.2	-1.0	2	-1.5	0.3
CC(NC(=O)C1CCN(C(=O)Nc2ccccc2)CC1)c1ccccc1 (configuration not stated)	10	2.2	1	-1.3	-1.1	-2	0.8	-0.9	-1	1.4	-0.5
O=C1c2ccccc2C(=O)N1/N=C/c1ccc(O)c(O)c1	-2	1.5	0	-1.7	2.9	0	-0.1	-1.4	-4	-5.0	0.8
COc1cc(C(=O)NC2CC(C)(C)Cc3c2cnn3-c2ccccc2)cc(OC)c1OC (configuration not stated)	2	-3.0	0	-2.7	2.1	-2	-1.8	-1.4	-2	0.5	1.0
CCOC(=O)/C=C/c1nc(C(=O)OCC)c(C)c(=O)[nH]1	-2	-1.1	-5	1.7	0.6	0	-0.2	-1.1	6	-2.5	0.0
CCN(CC(=O)Nc1cccc(OC)c1)CC(=O)Nc1ccccc1C	-8	0.9	-4	0.5	1.0	6	0.0	-1.2	7	-3.5	0.7
COC(=O)Nc1ccc(S(=O)(=O)N2CCCC(C(=O)NC3CCCCC3)C2)cc1 (configuration not stated)	-2	-3.3	-2	-2.1	-0.7	-1	-0.1	-1.6	-1	0.0	-0.7
O=C(NCc1ccccn1)c1coc(=O)c(Br)c1	-1	3.1	-299	-0.2	-0.8	0	0.1	-0.9	-2	2.0	0.0
Cc1cccc(N2CC(O)(c3cccs3)[N+]3=C2CCCC3)c1C (configuration not stated)	11	-2.6	-3	-0.3	-2.0	-4	0.1	-2.2	-2	0.9	-0.2
